TDP2 inh = human TDP2 enzyme inhibitors, primary screen, biochemical, epi absorbance, recombinant enzyme. T5PNP hydrolysis, p-nitrophenol absorbance 415 nm. inhibition, % at 12.8 µM. 0.34% of 370,000 active. AID 720702, 2013;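 active means inhibition above the mean of all tested compounds plus 3 SD, set per campaign, cut at about 25% in these data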;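 further: 0% = DMSO with enzyme and 100% = buffer with substrate but no TDP2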
Target sequence (O95551 whole entry, looked up): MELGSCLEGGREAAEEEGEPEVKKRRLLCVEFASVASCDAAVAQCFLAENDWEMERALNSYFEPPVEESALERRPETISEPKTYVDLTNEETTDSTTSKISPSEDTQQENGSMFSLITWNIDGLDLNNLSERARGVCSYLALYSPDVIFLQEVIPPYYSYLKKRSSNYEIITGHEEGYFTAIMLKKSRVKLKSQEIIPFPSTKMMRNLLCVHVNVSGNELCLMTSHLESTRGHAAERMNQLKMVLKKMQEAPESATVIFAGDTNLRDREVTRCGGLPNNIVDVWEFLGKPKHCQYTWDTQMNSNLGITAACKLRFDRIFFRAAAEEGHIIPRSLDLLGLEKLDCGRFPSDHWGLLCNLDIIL
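System: recombinant human TDP2 / Amount: 120 nM TDP2 per well / Also added: 5 mM T5PNP chromogenic substrate / Doses: 12.8 µM single point, 1% DMSO / Incubation: 2 h at 37 °C / Detection: p-Nitrophenol epi absorbance / Evaluation: % inhibition relative to enzyme-containing and enzyme-free wells / Repeats: singlicate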
PRMT1 inh = PRMT1 methyltransferase inhibitors, primary screen, biochemical, fluorescence polarization; recombinant PRMT1, activity-based probe fluorescence polarization; inhibition, % at 2.79 µM; 1.3% of 370,000 active;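 active means inhibition above about 21% made by adding two undisclosed values, limit read from the data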
Target sequence (Q99873 whole entry, looked up): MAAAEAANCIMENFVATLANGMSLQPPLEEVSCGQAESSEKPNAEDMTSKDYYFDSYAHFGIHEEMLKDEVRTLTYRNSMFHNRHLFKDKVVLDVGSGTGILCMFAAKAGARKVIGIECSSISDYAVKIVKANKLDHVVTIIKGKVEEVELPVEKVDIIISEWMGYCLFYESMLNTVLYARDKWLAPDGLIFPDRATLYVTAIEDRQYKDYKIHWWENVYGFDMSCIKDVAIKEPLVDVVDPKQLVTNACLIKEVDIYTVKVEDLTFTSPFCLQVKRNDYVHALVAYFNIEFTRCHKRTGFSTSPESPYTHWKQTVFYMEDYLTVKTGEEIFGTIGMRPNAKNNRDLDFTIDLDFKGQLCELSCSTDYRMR
LEDGF integ inh = blockers of LEDGF/p75-dependent integrase strand transfer – biochemical, TR-FRET, high throughput, primary screen; HIV-1 integrase (with human LEDGF/p75); TR-FRET IN-LEDGF/p75 DNA integration, Eu/Cy5; inhibition, % at 3.7 µM; 0.64% of 370,000 active; AID 743269, 2014;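 active means inhibition above the screen-wide mean plus 3 SD, cut at about 13% in these data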;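 further: signal is the Cy5 over europium emission ratio at 671 and 618 nm; 0% = plate median of compound wells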
Rev-erbA mod = modulators of Rev-erb alpha DNA binding, primary screen, biochemical, FITC-DNA, fluorescence polarization, uHTS | Rev-erbα–FITC-DNA binding, 90 min | 0.79% of 370,000 active | activity, % at 10 µM | AID 1259318, 2017;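 active means activity above about 14%, limit read from the data; passing the limit was not always enough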;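 further: 0% = DMSO wells with 35 nM protein and 100% = DMSO wells with 750 nM protein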
rCAG binder = binders of r(CAG) RNA repeats, primary screen, biochemical, fluorescence; 1.3% of 370,000 active; inhibition, % at 3 µM; AID 651821, 2012; r(CAG) RNA repeat, TO-PRO-1 dye displacement fluorescence;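 active means inhibition above the plate cutoff, the mean of all test compounds on that plate plus 3 SD, cut at about 35% in these data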;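 further: 0% = DMSO alone and 100% = 100 µM mitoxantrone as full dye displacement; higher means more dye released from RNA so lower well fluorescence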
TCR CD3 inh = inhibitors of human TCR-CD3 interaction, primary screen, biochemical, fluorescence, TAMRA-labeled TCR probe; inhibition, % at 9.4 µM; 0.37% of 360,000 active; in the data active means inhibition above about 19%;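 further: recombinant mutant TCR 2C K166C tagged with TAMRA read by polarization; 0% = receptor in buffer alone and 100% = receptor with positive control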
HTRA1 inh = HTRA1 serine protease inhibitors, primary screen, biochemical, fluorescence polarization, HTS; Q92743; recombinant HTRA1, FP-rhodamine activity-based probe; inhibition, % at 5.96 µM; 0.5% of 340,000 active; AID 504803, 2011; in the data active means inhibition above about 36%;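 further: 0% = enzyme with DMSO and 100% = wells lacking enzyme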
PG9 Ab binder = binders of HIV-1 gp120 antibody PG9, primary screen, biochemical, TR-FRET. HIV-1 gp120 / PG9 antibody interaction. 0.43% of 360,000 active. inhibition, % at 6.7 µM. TR-FRET gp120-PG9 antibody binding; in the data active means inhibition above about 8.5%
SIAE inh = human SIAE inhibitors, primary screen, biochemical, fluorescence polarization, FP-Rh probe, 1536-well HTS; Sialate O-acetylesterase (Homo sapiens), Q9HAT2; inhibition, % at 9.66 µM; SIAE FP-Rh probe binding; 0.69% of 370,000 active;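 active means inhibition above a cutoff: mean of compounds within the control limits plus 3 SD of those, cut at about 17% in these data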;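 further: 0% = plate median of compound wells and 100% = probe without SIAE protein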
mABHD4 FP = ABHD4 inhibitors, primary screen, biochemical, fluorescence polarization, mouse. (Lyso)-N-acylphosphatidylethanolamine lipase (Mus musculus), Q8VD66. 0.54% of 370,000 active. purified mABHD4, FP-Rh probe fluorescence polarization. inhibition, % at 8.92 µM;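 active means inhibition exceeding the mean over every tested compound plus 3 SD, cut at about 30% in these data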;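 further: 0% = plate median of compound wells and 100% = S159A mutant with DMSO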
Target sequence (Q8VD66 whole entry, looked up): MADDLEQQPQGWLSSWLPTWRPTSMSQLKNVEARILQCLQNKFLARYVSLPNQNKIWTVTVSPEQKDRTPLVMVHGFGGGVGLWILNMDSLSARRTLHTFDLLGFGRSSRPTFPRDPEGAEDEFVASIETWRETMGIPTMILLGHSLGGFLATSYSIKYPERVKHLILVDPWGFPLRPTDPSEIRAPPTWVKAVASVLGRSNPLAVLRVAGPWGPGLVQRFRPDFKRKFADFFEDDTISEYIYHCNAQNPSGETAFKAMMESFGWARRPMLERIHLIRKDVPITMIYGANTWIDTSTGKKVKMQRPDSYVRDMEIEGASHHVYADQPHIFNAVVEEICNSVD
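Test system: mABHD4 protein | Buffer or medium: HEPES pH 7.0 buffer, 150 mM NaCl, 0.01% Pluronic F-127 | Probe or stimulus: FP-Rh fluorescent activity-based probe, added after compound pre-incubation | Timing: Pre-incubation 45 min, probe exposure 60 min, at 25 °C | Technique: Fluorescence polarization, excitation 525 nm, emission 598 nm, BODIPY TMR filters | Repeats: Single well per compound (singlicate)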
Active calls of the source: *; . = not tested or not shown. This is a subset; rates above refer to the full screens.

Every second line gives: TDP2 inh | PRMT1 inh | LEDGF integ inh | Rev-erbA mod | rCAG binder | TCR CD3 inh | HTRA1 inh | PG9 Ab binder | SIAE inh | mABHD4 FP
1. O=c1cc(N2CCCC2)[nH]c(=O)n1-c1ccc(Cl)cc1
 : -16 | -1 | 7 | 1 | 3 | -5 | 0 | 1.6 | 1 | -7
2. CCC(CO)N=CC1=C(O)C(C(=O)c2ccccc2)CCC1=O (configuration not stated)
 : 11 | -3 | 1 | 12 | -2 | 4 | 5 | -1.6 | 4 | -1
3. C[C@H](CO)N1C[C@H](C)[C@@H](CN(C)CC2CCCCC2)Oc2c(NC(=O)C3CC3)cccc2C1=O
 : 1 | -1 | 1 | -1 | -6 | -4 | -18 | -1.3 | -3 | -3
4. O=c1c2ccccc2nc(N/N=C/c2c(O)ccc3ccccc23)n1O
 : 2 | 0 | -3 | -9 | 35* | 9 | 62* | -0.2 | 18* | 34*
5. CCCCNC(=O)CC1N=C2c3ccccc3N=C(SCC(=O)Nc3cccc(OC)c3)N2C1=O (configuration not stated)
 : 1 | 0 | 0 | -6 | 1 | 2 | -6 | 0.6 | -6 | -3
6. O=C(Nc1ccc(Cl)cc1Cl)OC1CCC12CCC(c1ccccc1)CC2 (configuration not stated)
 : 1 | 4 | 2 | -2 | . | . | . | . | 6 | -11
7. O=C(O)C1CCN(c2ncccn2)CC1
 : 10 | -1 | 0 | -4 | 2 | 7 | 1 | -1.4 | 1 | 5
8. Fc1ccccc1N1CCN(C(c2ccccn2)c2nnnn2C2CCCCC2)CC1 (configuration not stated)
 : -3 | 0 | -2 | 3 | -8 | 0 | 2 | 1.8 | 5 | 4
9. COc1ccc(NC(=O)CSc2c3c(nc4cc(Cl)ccc24)CCCC3)cc1OC
 : 2 | 1 | 2 | 3 | 1 | 2 | -10 | -1.1 | -1 | 5
10. CCOCCCNC(=S)N1C2CCC1CC(NC(=O)NC13CC4CC(CC(C4)C1)C3)C2 (configuration not stated)
 : 3 | 2 | -3 | 1 | -4 | 0 | 2 | 2.2 | -2 | -4
11. NNC(=O)CSc1nc(-c2ccccc2)cn1-c1ccccc1
 : 4 | 0 | -4 | 3 | 1 | -2 | -42 | 0.6 | -1 | -15
12. Cn1c(=O)c2c(SCc3c(F)cccc3Cl)nc(CC(C)(C)C)nc2n(C)c1=O
 : -5 | 1 | -6 | 6 | 0 | -5 | -3 | 0.1 | -3 | -4
13. CCOc1ccc(C(=O)Nc2ccc(Cc3ccncc3)cc2)cc1Br
 : 0 | 4 | -5 | 8 | 0 | -1 | -47 | 0.9 | -19 | -20
14. COCCCNC(=O)CN(CCc1ccccc1)S(=O)(=O)c1ccc(C)cc1
 : 7 | 7 | 0 | 0 | -2 | 0 | -4 | 0.3 | -6 | 1
15. CCCOc1ccc(C(=O)NC2CCSc3ccccc32)cc1 (configuration not stated)
 : 4 | 0 | -1 | -1 | 8 | 1 | -3 | 2.4 | -3 | -6
16. CCCn1c(=O)c(Cc2ccccc2)c(O)c2ccccc21
 : 13 | 1 | -1 | -3 | -2 | -6 | -4 | 1.6 | 1 | 4
17. CC1CCCC(NC(=O)COC(=O)/C=C/c2ccc(S(=O)(=O)N3CCOCC3)cc2)C1C (configuration not stated)
 : -2 | 1 | -6 | 0 | -5 | -1 | 7 | -0.4 | -2 | -3
18. CCn1c(SCC(=O)Nc2ccc(OC)c(OC)c2)nnc1-c1cccs1
 : -28 | -2 | -1 | -3 | -2 | -8 | 7 | 1.0 | -3 | -1
19. O=C(NCc1ccccn1)Nc1ccc2c(c1)OCO2
 : 7 | 0 | -3 | 0 | 0 | 1 | 6 | 0.5 | 4 | 0
20. Cc1ccc(NC(=O)COC(=O)C(NS(=O)(=O)c2ccc(Cl)cc2)C(C)O)cc1C (configuration not stated)
 : 9 | 3 | 3 | 5 | 1 | 8 | 5 | -0.4 | 1 | -1
21. CN(C)CCNc1oc(COc2ccc(Cl)cc2Cl)nc1C#N
 : 5 | 9 | -3 | 1 | -9 | -2 | 0 | -1.1 | 6 | 12
22. C=C(C(=O)c1ccccc1)C(c1ccccc1)C(C)C(=O)c1ccccc1 (configuration not stated)
 : 5 | -1 | 1 | -1 | -3 | 5 | -42 | -1.1 | 0 | -1
23. O=C(Nc1ccccc1C(F)(F)F)N1CCN(c2ccccn2)CC1
 : -2 | 4 | 1 | 3 | -4 | 0 | 3 | 1.6 | -7 | -4
24. COc1ccccc1NC(=O)CCC(=O)OC(C)C(=O)c1ccccc1 (configuration not stated)
 : 5 | 2 | -5 | 0 | -4 | -9 | 3 | -0.4 | 3 | 4
25. Cc1ccc(NC(=O)NNC(=O)c2ccccc2)cc1
 : -12 | -4 | 4 | -2 | 1 | 3 | 5 | -0.8 | -1 | -1
26. COc1ccccc1/C=C/C(=O)OCC(=O)c1c(N)n(C)c(=O)n(C)c1=O
 : 0 | -2 | 0 | 2 | -1 | -2 | 4 | -2.0 | -2 | -5
27. Cc1ccc(C(=O)NCC(=O)NC2CCCCCC2)cc1
 : 2 | 0 | 3 | 1 | -3 | 9 | 2 | -0.8 | 0 | 4
28. C=CCn1c(SCC(=O)Nc2cc(C)c(Cl)cc2OC)nnc1-c1ccco1
 : 5 | 1 | -2 | 4 | -6 | 4 | -20 | -1.7 | -4 | -2
29. CCN(CCn1cccn1)C(=O)CCc1nnc(-c2ccc3c(c2)OCO3)o1
 : 3 | 0 | -1 | 1 | -5 | -5 | -3 | -2.7 | -3 | -1
30. CSc1ccc(/C=N/n2c(C)nc3ccccc3c2=O)cc1
 : 10 | -2 | -1 | -10 | 3 | 8 | 7 | -1.7 | -3 | -1

Copied from the list.
Under mABHD4 FP, #22 is listed with -1
Under PRMT1 inh, #16 is listed with 1

The listing continues:
Every second line gives: TDP2 inh | PRMT1 inh | LEDGF integ inh | Rev-erbA mod | rCAG binder | TCR CD3 inh | HTRA1 inh | PG9 Ab binder | SIAE inh | mABHD4 FP
31. COc1ccccc1CNC(=O)CN1CCN(S(=O)(=O)c2cccs2)CC1
 : 4 | -2 | 7 | 3 | -4 | 2 | 4 | -1.5 | 1 | -4
32. C/C(=C\C(=O)C(F)(F)F)Nc1ccc(C(F)(F)F)cc1
 : -6 | 2 | 1 | -5 | 1 | 8 | 1 | 3.4 | 3 | 3
33. CCN(CC)CCNC(=O)c1ccc2c(=O)n(C3CCCC3)c(=S)[nH]c2c1
 : -1 | -1 | 1 | -4 | 1 | 2 | -18 | -2.2 | 5 | 4
34. COc1ccc(OC)c(C(=O)c2ccc(C(=O)Nc3ccc(NC(C)=O)cc3)cc2)c1
 : -17 | 1 | -4 | 9 | 0 | -3 | 3 | 2.6 | -6 | -1
35. COc1cccc(CNC(=O)c2cnc(-c3ccccn3)nc2C(F)(F)F)c1
 : -14 | -2 | -1 | -1 | -3 | 2 | -3 | -1.1 | -4 | 4
36. CCc1n[nH]c(=S)n1/N=C/C(C)=C\c1ccccc1
 : 16 | 5 | -4 | 4 | 2 | 1 | -6 | -0.5 | 8 | -2
37. CCCc1nnc(NC(=O)Cn2c(=O)sc3ccccc32)s1
 : 3 | 7 | -2 | 5 | 2 | 1 | -3 | 0.8 | -8 | 2
38. CCN1CCN(C(=O)C2CCCN(S(=O)(=O)c3cc(Cl)ccc3Cl)C2)CC1 (configuration not stated)
 : -5 | -4 | -1 | -2 | -8 | 7 | 5 | -0.8 | -6 | -7
39. CCOC(=O)Cn1c(CN2CCOCC2)nc2c1c(=O)n(C)c(=O)n2C
 : 1 | -2 | 2 | -3 | 2 | 6 | 8 | -1.2 | -2 | 4
40. C[C@H](O)[C@@H]1C(=O)N2CCc3ccc(-c4ccccc4)cc3[C@@H]2C[C@@H]1N(C)C(=O)c1ccco1
 : -9 | 6 | 6 | -3 | 5 | -4 | -4 | -0.7 | -6 | -5
41. COc1ccc(N2CCN(C(=O)COC(=O)CCc3ccccc3OC)CC2)cc1
 : 0 | -5 | -4 | 4 | -8 | 3 | 4 | -0.3 | 5 | 1
42. O=C(NCc1ccc(Cl)cc1)c1ccccc1Oc1ccccc1
 : 9 | 0 | -1 | -2 | -3 | -4 | -17 | 1.2 | 0 | -9
43. Cc1cccc2c1CCC1CN(Cc3ccccc3)S(=O)(=O)N21 (configuration not stated)
 : 3 | -1 | 3 | -6 | . | . | . | . | 3 | -11
44. COc1ccccc1NC(=O)c1nnn(CC(=O)Nc2cccc(SC)c2)c1N
 : 0 | 2 | -1 | 11 | 12 | 0 | -16 | 1.8 | -6 | 2
45. CC1CCN(C(=O)CN(CCc2ccccc2)S(C)(=O)=O)CC1
 : 9 | -2 | 2 | -1 | -8 | 3 | 2 | 0.5 | 5 | 1
46. C[C@@H]1CN([C@@H](C)CO)C(=O)CCCn2nncc2CO[C@@H]1CN(C)S(=O)(=O)c1ccc(F)cc1
 : 2 | 1 | -2 | 2 | 0 | -4 | 2 | -0.1 | -4 | 3
47. COc1ccc(NC(=O)CCCn2c(=S)[nH]c3ccccc3c2=O)cc1
 : -4 | 0 | 3 | 6 | 4 | 6 | -1 | -0.6 | 3 | 0
48. CC(=O)c1ccc(NC(=O)CSc2nnc(-c3ccncc3)o2)cc1
 : -10 | -3 | 3 | -1 | 3 | -4 | 2 | -3.3 | -12 | -6
49. COc1ccc(C(c2sc3nc(C)nn3c2O)N2CC(C)OC(C)C2)cc1OC (configuration not stated)
 : -4 | -1 | 1 | -1 | 1 | -8 | -7 | 0.3 | 3 | -16
50. Cc1nn(Cc2ccccc2)c(C)c1NC(=O)CSc1nc(-c2ccccc2)nc2c1cnn2-c1ccccc1
 : -6 | 0 | 1 | 10 | 5 | 0 | -3 | 0.9 | -3 | 1
51. C=CCOc1ccc(/C=C/C(=O)OCC(=O)NC2CCCCCCC2)cc1
 : 11 | 0 | 0 | 4 | -2 | 9 | 6 | -0.8 | -2 | 4
52. Cc1ccc2nc(-c3ccc(O)cc3)c(Nc3ccc4c(c3)OCCO4)n2c1
 : -9 | 2 | 3 | 2 | 10 | 4 | 9 | 1.1 | 12 | 7
53. Cc1ccccc1N(CC(=O)NCc1ccco1)C(=O)CNS(=O)(=O)c1ccc(F)cc1
 : 0 | 1 | 1 | 0 | 1 | 5 | 1 | 0.9 | 8 | -2
54. Cc1ccc([N+](=O)[O-])cc1Nc1nc(N2CCOCC2)nc(N2CCOCC2)n1
 : 8 | -3 | 0 | -1 | -6 | 5 | -8 | -1.8 | 1 | 1

HTRA1 inh: what is marked active above.
item | molecule | TDP2 inh | PRMT1 inh | LEDGF integ inh | Rev-erbA mod | TCR CD3 inh | HTRA1 inh | PG9 Ab binder | SIAE inh | mABHD4 FP
4 | O=c1c2ccccc2nc(N/N=C/c2c(O)ccc3ccccc23)n1O | 2 | 0 | -3 | -9 | 9 | 62* | -0.2 | 18* | 34*

Compound activity as filed in PubChem.
